# CAL PDZ FP-1: blocks peptide binding to human CAL PDZ domain; purified CAL PDZ, TMR-peptide fluorescence polarization, 1 h; inhibition, % at 20 µM; AID 504414; actives 0.02% (n = 330,000);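 active = highest replicate inhibition of at least 40%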;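 also: plate controls were DMSO neutral control wells for no effect and unlabeled competitor peptide control wells for full effect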
#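 Material: tagged CAL PDZ domain; buffer or medium: 25 mM sodium phosphate pH 7.4, 150 mM NaCl, TCEP, IgG, Thesit; compound dosing: single point, 20 µM; schedule: 1 h incubation at room temperature before polarization reading; measured by: FP readout, S and P plane fluorescence; read-out basis: percent inhibition from loss of millipolarization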
# Cardiac RTF inh: cardiac RTF calcium desensitization | actives 0.12% (n = 340,000) | AID 493244 | inhibition, % at 7.15 µM | IANBD-labeled cardiac RTF, Ca2+ fluorescence;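 active = inhibition above the mean inhibition of all tested compounds plus 3 SD, cut at about 17% in these data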;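 also: assay run at fixed EC70 calcium of 1.6 mM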
# DAGLB inhibitor: blocks human DAGLB lipase activity. Q8NCG7. HEK293T DAGLB membrane lysate, EnzChek fluorogenic substrate. inhibition, % at 5.17 µM. actives 0.059% (n = 340,000). AID 504411; in the data active = inhibition above about 34%;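 also: 0% = enzyme with vehicle and 100% = wells lacking enzyme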
# Keap1-Nrf2 PPI: inhibitors of human Keap1-Nrf2 protein-protein interaction; actives 0.15% (n = 340,000); Keap1 Kelch-Nrf2 peptide fluorescence polarization, 1536-well; Q14145; inhibition, % at 9.4 µM; in the data active = inhibition above about 12%;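 also: human Keap1 Kelch domain with fluorescein labeled Nrf2 9mer peptide probe; 0% = neutral control wells and 100% = peptide positive control; higher means more block of Keap1 binding to Nrf2 peptide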
# V-ATPase pH: yeast V-ATPase proton transport regulation by pHLuorin; S. cerevisiae, pHLuorin cytosolic pH fluorescence; response, % at 10 µM; actives 0.37% (n = 350,000); AID 504577; in the data active = response mostly above about 7.3%, no sharp cut-off; inactive = mostly below about 5.4%; also: actives read high; inactives centre near 0; some compounds called inactive have numbers as strong as hits; reference of the scale not given here
# LANA DNA inh: KSHV C-LANA DNA binding inhibition; MBP-C-LANA/FAM-LBS DNA binding, fluorescence polarization; inhibition, % at 9 µM; actives 0.078% (n = 340,000);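 active = highest replicate inhibition at or above 60% at 9 µM, even if other replicates fall short; inactive = all replicates below 60% inhibition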;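 also: 0% = neutral control wells and 100% = 4 µM acridine orange control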
# NSD2 inh: blocks human histone methyltransferase NSD2 | O96028 | NSD2 peptide methylation, AlphaScreen, 120 min | inhibition, % at 12.5 µM | actives 0.54% (n = 310,000) | AID 743445; in the data active = inhibition above about 50%
# Target sequence (O96028 whole entry, looked up): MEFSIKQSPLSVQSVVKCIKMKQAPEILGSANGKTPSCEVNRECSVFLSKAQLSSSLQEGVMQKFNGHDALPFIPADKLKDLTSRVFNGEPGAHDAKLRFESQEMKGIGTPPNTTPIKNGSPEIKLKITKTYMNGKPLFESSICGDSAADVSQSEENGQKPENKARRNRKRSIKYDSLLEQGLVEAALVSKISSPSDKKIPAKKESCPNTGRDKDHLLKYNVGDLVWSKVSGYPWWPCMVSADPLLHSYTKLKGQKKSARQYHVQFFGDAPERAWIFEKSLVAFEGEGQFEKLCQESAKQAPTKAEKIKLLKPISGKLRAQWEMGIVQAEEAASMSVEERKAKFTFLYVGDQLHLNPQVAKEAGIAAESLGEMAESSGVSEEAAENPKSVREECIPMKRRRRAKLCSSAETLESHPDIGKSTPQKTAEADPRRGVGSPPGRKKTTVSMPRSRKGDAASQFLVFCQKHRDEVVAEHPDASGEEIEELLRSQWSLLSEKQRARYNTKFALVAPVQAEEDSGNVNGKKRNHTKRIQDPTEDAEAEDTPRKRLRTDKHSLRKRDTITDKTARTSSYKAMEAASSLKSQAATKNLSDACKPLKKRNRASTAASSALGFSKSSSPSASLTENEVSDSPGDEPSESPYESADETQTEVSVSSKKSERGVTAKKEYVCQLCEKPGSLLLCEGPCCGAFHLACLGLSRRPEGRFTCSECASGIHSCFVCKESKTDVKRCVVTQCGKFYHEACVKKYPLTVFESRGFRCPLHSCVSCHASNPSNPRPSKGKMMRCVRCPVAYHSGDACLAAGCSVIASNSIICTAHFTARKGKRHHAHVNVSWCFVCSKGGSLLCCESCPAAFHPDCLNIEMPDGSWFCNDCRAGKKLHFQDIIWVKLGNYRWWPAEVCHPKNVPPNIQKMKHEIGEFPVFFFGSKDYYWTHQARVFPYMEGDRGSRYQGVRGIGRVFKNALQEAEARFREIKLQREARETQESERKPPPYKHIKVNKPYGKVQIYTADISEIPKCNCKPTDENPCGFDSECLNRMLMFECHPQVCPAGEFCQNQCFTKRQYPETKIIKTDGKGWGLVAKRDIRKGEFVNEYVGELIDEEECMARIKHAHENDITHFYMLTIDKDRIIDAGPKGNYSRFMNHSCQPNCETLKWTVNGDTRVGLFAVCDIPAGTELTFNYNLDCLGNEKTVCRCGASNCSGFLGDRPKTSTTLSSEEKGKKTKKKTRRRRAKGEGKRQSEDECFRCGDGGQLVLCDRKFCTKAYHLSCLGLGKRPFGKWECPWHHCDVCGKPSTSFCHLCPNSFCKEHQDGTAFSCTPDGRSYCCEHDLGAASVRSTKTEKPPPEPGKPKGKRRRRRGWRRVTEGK
# CAL PDZ FP-2: CAL PDZ (human) peptide binding inhibition; Q9HD26; purified CAL PDZ, TMR-peptide fluorescence polarization, 1 h; inhibition, % at 24.9 µM; actives 0.92% (n = 300,000); AID 602252;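 active = mean inhibition of at least 30% with at least half of replicates also reaching 30%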;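 also: 0% = DMSO neutral control and 100% = excess unlabeled competitor peptide PRC23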
# Arr AP2 block: blocks beta-arrestin peptide binding to AP2 adaptin; FITC-arrestin peptide / GST-AP2 beads, flow cytometry; AP2 beta2 appendage carries R879A mutation; inhibition, % at 10 µM; actives 0.31% (n = 340,000); AID 504490;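 active = inhibition above a set limit, near 3 SD of compounds lacking own fluorescence, cut at about 54% in these data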;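 also: plate controls were DMSO wells for no effect and 5 µM unlabelled arrestin peptide for full effect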
#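 Measured by: flow cytometry, FL1 (488/535 nm); Material: AP2 appendage R879A on GSH beads; Evaluation: percent response; Timing: pre-incubation 12 min, peptide binding 1 h, room temperature; Also added: 50 nM FITC-arrestin peptide; Medium: PBS with 0.05% Tween 20 and 0.1% BSA.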
# DSG3 Ab inh: blocks pemphigus antibody binding to human desmoglein-3; P32926; binding (percent of control), % at 10 µM; actives 0.48% (n = 310,000); DSG3-coupled beads, scFv-anti-DSG3-GFP binding, flow cytometry; hits give low values;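 active = binding more than 3 SD below its plate's average and above zero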;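 also: hits lower antibody fragment binding to DSG3; some compounds called inactive have numbers as strong as hits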
# * hit, by the source's call; / = not tested or not shown. Not all compounds are listed (hit frequency here may not be typical).
SMILES,CAL PDZ FP-1,Cardiac RTF inh,DAGLB inhibitor,Keap1-Nrf2 PPI,V-ATPase pH,LANA DNA inh,NSD2 inh,CAL PDZ FP-2,Arr AP2 block,DSG3 Ab inh
CC1(C)CC[C@]2(C(=O)O[C@@H]3OC(CO)[C@@H](O)[C@H](O)[C@H]3O)CC[C@]3(C)C(=CCC4[C@@]5(C)CC[C@H](O[C@@H]6OC(C(=O)O)[C@@H](O)[C@H](O)[C@H]6O)C(C)(C)C5CC[C@]43C)[C@@H]2C1 (some centres not stated),-0.6,-11,-1,-2,-2,1.4,/,-11,4,109
C=CC[C@@H](Cc1ccc(F)cc1)C(=O)OC[C@@H]1CCCN1C(=O)[C@@H](CC=C)CC(=O)N(CCO)Cc1ccccc1,-0.2,-4,-7,-3,-1,2.0,/,-1,-5,100
CCCCSc1nc2sc3c(c2c(=O)n1-c1ccc(OC)cc1)CCN(C)C3,-1.0,-9,2,-2,0,-1.9,2,1,16,96
Clc1ccc(CN2CCN(c3ncccn3)CC2)cc1Cl,-6.8,-3,-14,-3,-1,1.8,1,-1,25,116
CCc1nnc(NS(=O)(=O)c2ccc(N/C=C\C(=O)c3cccc4ccccc34)cc2)s1,-1.7,0,7,4,-3,1.5,4,0,2,96
CC(=O)Nc1ccc(Cl)cc1C(=O)O,-1.2,-1,3,-1,1,0.4,-1,/,35,99
Cc1csc(NC(=O)CCCNC(=O)c2ccc(Cl)cc2)n1,-1.9,-5,1,1,-2,-0.9,-1,-2,-5,106
CCN(CC)S(=O)(=O)c1ccc2[nH]cc(C(=O)NCCCN3CCCCC3C)c(=O)c2c1 (configuration not stated),-3.1,1,-1,-5,5,-0.2,1,-3,-4,110
Cc1ccccc1OCC(=O)NC1CCCCCCC1,1.1,-7,-5,-3,3,16,-7,/,2,115
COC(=O)c1c(NC(C)=O)sc2c1CCCCC2,-0.3,-7,-1,-7,2,-1.1,2,-1,4,101
OC1CC2CCC(C1)N2CCCN1c2ccccc2Sc2ccc(Cl)cc21 (configuration not stated),0.0,-1,3,-1,-1,-0.7,15,/,-12,95
O=C(NC(=S)Nc1ccccc1N1CCOCC1)c1sc2ccccc2c1Cl,-1.7,3,-2,-1,-3,-1.5,13,-5,25,98
CCN(C(=O)CCNC(=O)Cn1cnc2ccccc2c1=O)c1cccc(Cl)c1,-0.5,-2,-1,0,-2,-1.5,-3,/,20,/
Cc1cccc(-n2ccnc2SCC(=O)O)c1C,-1.4,-5,1,0,0,-0.5,-2,-2,0,117
COc1ccc2nc(SCC(=O)N3CCN(c4ccc(F)cc4)CC3)c(C#N)cc2c1,-2.8,-8,0,2,4,0.1,2,-1,-14,67
CCCOc1ccc(C(=O)CCC(=O)OCC(=O)N(CC)c2c(N)n(Cc3ccccc3)c(=O)[nH]c2=O)cc1,-0.5,3,0,1,4,-0.6,-1,-3,-7,102
Cc1cc(Nc2ccc(C(=O)N3CCCCC3)cc2)c2cccc(C)c2n1,-2.0,-3,1,0,-2,2.1,-1,-2,20,/
COc1ccc(NC(=O)CSc2nc3c(c(=O)n2-c2ccc(C)cc2)SCC3)c(OC)c1,-2.8,-4,-1,2,1,-1.3,18,0,-3,114
CC(C)NC(=O)N(C)C[C@H]1Oc2ccc(NC(=O)Nc3ccccc3)cc2C(=O)N([C@@H](C)CO)C[C@@H]1C,-0.6,1,-2,-9,-4,-0.6,/,-6,2,101
O=C(NC1=NCCS1)c1ccc(Cl)c(S(=O)(=O)N2CCOCC2)c1,0.2,-4,0,-3,-2,-1.4,0,7,57*,107
COCCN(C(=O)COC(=O)c1ccccc1Oc1ccccc1)c1c(N)n(Cc2ccccc2)c(=O)[nH]c1=O,-2.7,2,-1,-8,-4,0.3,-2,-1,4,111
Cc1c2cnn(CC(=O)NCCCN3CCCCC3C)c(=O)c2c(C)n1Cc1ccccc1 (configuration not stated),-0.2,-4,-1,-6,0,1.5,/,-2,-10,179
C/C(CC(=O)Nc1cccc(Cl)c1Cl)=N\NC(=O)C(=O)N1CCCC1,-0.2,-2,0,-6,2,2.1,-2,-8,0,103
O=C(Nc1ccccc1C(=O)N1CCOCC1)C1CCC(=O)N1C1CCCC1 (configuration not stated),0.3,-11,-3,0,0,-0.6,5,/,-8,97
COc1ccc(-c2cn3cc(C(F)(F)F)cc(Cl)c3n2)cc1,-3.6,14,-4,3,1,-0.3,0,-1,6,114
CNC(=S)N/N=C/c1cc(Br)cc(Br)c1O,-2.7,-8,17,3,0,3.4,-4,-1,11,103
O=S(=O)(Cc1ccccc1)NCC1CCCN(Cc2ccc(F)c(F)c2)C1 (configuration not stated),-1.0,-2,1,-3,-1,1.0,/,/,-4,105
COc1ccc(C)cc1NC(=O)CN1CCCN(S(=O)(=O)c2ccc(Br)cc2)CC1,-0.1,-17,-5,0,-3,0.6,-2,-3,2,106
CC(OC(=O)CCN=C1NS(=O)(=O)c2ccccc21)C(=O)Nc1ccc(F)c(F)c1F (configuration not stated),-3.2,-2,1,-1,-1,0.4,-1,-4,3,96
COc1cc(/C=C2\SC(=O)N(CC(=O)Nc3cccc(C)c3)C2=O)cc([N+](=O)[O-])c1O,-0.6,/,/,-2,1,-2.1,19,-3,16,/
CCOC(=O)C(C)On1c(-c2ccc(Cl)cc2)nc2ccc([N+](=O)[O-])cc21 (configuration not stated),-2.8,1,1,-4,-5,0.3,8,-3,-12,107
CC(O)C(NS(=O)(=O)c1ccc(Cl)cc1)C(=O)OCC(=O)N1CCN(c2ccccc2)CC1 (configuration not stated),-2.4,-3,1,-3,11,-1.2,-1,-4,3,106
CC(=O)N1CCn2c3ccc(C)cc3c3cccc1c32,-2.6,-4,-1,0,0,0.0,10,-4,-2,103
Fc1ccc(N=c2ssnc2Cl)c(F)c1,-0.4,-6,0,-3,0,0.7,2,1,-11,100
Cc1[nH]c(=O)[nH]c(=S)c1C(=O)Nc1ccc(Cl)c(Cl)c1,-0.3,-3,-6,-2,-4,-4.2,1,/,-7,97
COc1ccc(N2CCN(C(=O)Cn3cnc4c(cnn4-c4ccccc4)c3=O)CC2)cc1,-1.0,-3,-4,3,-1,-1.3,0,0,-1,101
Cc1ccc(NC(=O)COC(=O)c2oc3ccccc3c2C)cc1S(=O)(=O)N1CCOCC1,-3.3,-10,-1,-5,0,1.0,-2,-2,1,93
Cc1oc(-c2ccccc2F)nc1CS(=O)(=O)CC(=O)NCc1ccco1,-2.2,-7,-5,-5,1,1.6,/,-2,-4,98
Nc1ccccc1NC(=O)c1ccccc1N,-0.7,-2,-1,-4,1,0.3,-11,-1,5,/
NC(=O)c1cc(NC(=O)CCCc2nc3ccccc3s2)cc(C(N)=O)c1,-0.5,-9,2,1,-4,0.8,-6,3,19,92
COc1ccc(C2C(C(=O)Nc3ccccc3)=C(C)Nc3nc(CCCO)nn32)cc1 (configuration not stated),-0.9,0,-1,-1,0,0.2,0,-1,-6,/
CC(=O)c1cn(N2CCCCC2)c(=O)[nH]c1=O,/,1,-1,-3,0,0.7,-1,14,31,113
CCOP(=O)(OCC)C(Nc1ccc(OC)cc1)c1ccco1 (configuration not stated),-0.1,-5,2,2,2,-1.2,11,/,-39,111
CCS(=O)(=O)N1CCC(C(=O)NCCN2CCN(Cc3ccccc3)CC2)CC1,-2.6,-3,2,0,1,-0.1,2,-4,19,99
O=C(OC(C(=O)NC1CCCCC1)c1ccccc1)c1ccco1 (configuration not stated),-0.6,0,0,-1,2,-0.7,-1,0,-4,/

# A second format for four compounds above.
Molecule	CAL PDZ FP-1	Cardiac RTF inh	DAGLB inhibitor	Keap1-Nrf2 PPI	V-ATPase pH	LANA DNA inh	NSD2 inh	CAL PDZ FP-2	Arr AP2 block	DSG3 Ab inh
COc1ccc(N2CCN(C(=O)Cn3cnc4c(cnn4-c4ccccc4)c3=O)CC2)cc1	-1.0	-3	-4	3	-1	-1.3	0	0	-1	101
Cc1ccc(NC(=O)COC(=O)c2oc3ccccc3c2C)cc1S(=O)(=O)N1CCOCC1	-3.3	-10	-1	-5	0	1.0	-2	-2	1	93
Cc1oc(-c2ccccc2F)nc1CS(=O)(=O)CC(=O)NCc1ccco1	-2.2	-7	-5	-5	1	1.6	/	-2	-4	98
Nc1ccccc1NC(=O)c1ccccc1N	-0.7	-2	-1	-4	1	0.3	-11	-1	5	/

# The listing continues.
SMILES,CAL PDZ FP-1,Cardiac RTF inh,DAGLB inhibitor,Keap1-Nrf2 PPI,V-ATPase pH,LANA DNA inh,NSD2 inh,CAL PDZ FP-2,Arr AP2 block,DSG3 Ab inh
Cc1ccc(S(=O)(=O)Cn2nnnc2C(C(C)C)N2CCSCC2)cc1 (configuration not stated),-1.6,-11,-6,-5,1,-0.9,-2,3,-30,98
C#CCOCCOCCOCCNc1nc(N2CCN(C(=O)[C@H]([C@@H](C)CC)n3cc(CCC(=O)O)nn3)CC2)nc(N2CCN(C(=O)[C@H](CCCCN)n3cc(CCCC)nn3)CC2)n1,-0.6,-5,-1,2,0,-0.3,/,-2,1,101
Clc1ncccc1OCc1ccccc1,0.4,-4,0,-8,4,-3.6,0,-7,6,/
CCOc1ccccc1CNS(=O)(=O)c1ccc2c(c1)C(C)(C)C(=O)N2C,-2.9,-1,-2,2,-3,-0.6,1,-4,-9,/
O=C(O)c1cc(N/N=C/c2cccc3ccccc23)ccc1Cl,-0.8,-7,6,-1,4,0.9,0,-3,5,104
COc1ccc(Cl)cc1C(=O)Nc1nnn(C)n1,-1.9,-3,-3,-1,2,-0.4,2,-3,-6,/
Cc1nc(NCC(c2ccccc2)N(C)C)c2c(C)c(C)sc2n1 (configuration not stated),-1.8,-7,-1,3,1,3.2,4,-10,-7,98
Cc1ccc(C(=O)N2CCN(c3cccc(Cl)c3)CC2)cc1C,-0.8,-4,-14,-2,-4,1.9,-3,-4,8,108
O=C(Cc1ccc([N+](=O)[O-])cc1)NC(C(=O)O)C(O)c1cccc([N+](=O)[O-])c1 (configuration not stated),-0.8,-2,-1,-1,0,12,0,1,15,124
COc1ccc(NC(=O)COC(=O)CC23CC4CC(CC(C4)C2)C3)c([N+](=O)[O-])c1,-0.5,6,-11,-6,0,0.7,2,2,10,111
COc1ccccc1NC(=O)CC1C(=O)Nc2ccccc2N1C(=O)c1ccccc1 (configuration not stated),1.3,0,3,1,-3,0.5,-5,3,18,114
O=C(O)CCN(Cc1ccccc1)S(=O)(=O)c1ccc(Cl)cc1F,0.2,-12,0,4,4,2.4,-1,-1,-10,112
CCOc1ccccc1NC(=O)c1cc(C(=O)Nc2ccccc2OCC)cc(N2C(=O)CCC2=O)c1,-2.6,-1,-1,-4,-1,0.1,0,-5,-2,82
COc1ccc(Sc2ccc(-c3nc4cnccn4c3NC3CCCCC3)cc2OC)cc1,0.8,5,0,-6,-5,3.4,/,-2,2,121
COc1ccc(C(=O)Nc2nnc(-c3ccccc3)s2)cc1,0.5,3,-3,-2,-6,-1.0,-6,-1,12,109
